# CAL PDZ FP-1: blocks peptide binding to human CAL PDZ domain; Q9HD26; purified CAL PDZ, TMR-peptide fluorescence polarization, 1 h; inhibition, % at 20 µM; 0.02% of 330,000 active; AID 504414;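 active = highest replicate inhibition of at least 40%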;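 also: plate controls were DMSO neutral control wells for no effect and unlabeled competitor peptide control wells for full effect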
#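 Test system: tagged CAL PDZ domain / Buffer or medium: sodium phosphate/NaCl buffer pH 7.4 with TCEP, IgG, Thesit / Reagent: TMR-labelled reporter peptide T*-PRC34 bound in PDZ groove / Compound dosing: single point, 20 µM / Schedule: 1 h incubation at room temperature before polarization reading / Technique: fluorescence polarization (mP) / Benchmarks: unlabelled peptide, DMSO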
# PKA-R2B act: activates the human PKA-R2B holoenzyme complex; P22694+P31323; PKA-R2B holoenzyme dissociation, Cy5-IP20 fluorescence polarization; R2B truncated from residue 108, S112A mutant; 0% DMSO only, 100% 113 µM cGMP; AID 504700; 0.079% of 340,000 active; activation, % at 11.4 µM;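 active = activation above a cutoff set at the mean over all compounds plus 3 SD, cut at about 18% in these data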;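 also: higher means more holoenzyme dissociation and a rise in polarization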
# RTF Ca sens inh: cardiac RTF calcium desensitization; P19429+P45379; IANBD-labeled cardiac RTF, Ca2+ fluorescence; inhibition, % at 7.15 µM; 0.12% of 340,000 active; AID 493244;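 active = inhibition above the mean inhibition of all tested compounds plus 3 SD, cut at about 17% in these data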;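 also: assay run at fixed EC70 calcium of 1.6 mM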
# DAGLB inhibitor: diacylglycerol lipase beta (human) inhibition. Q8NCG7. HEK293T DAGLB membrane lysate, EnzChek fluorogenic substrate. inhibition, % at 5.17 µM. 0.059% of 340,000 active; in the data active = inhibition above about 34%;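 also: 0% = enzyme with vehicle and 100% = wells lacking enzyme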
# Target sequence (Q8NCG7 whole entry, looked up): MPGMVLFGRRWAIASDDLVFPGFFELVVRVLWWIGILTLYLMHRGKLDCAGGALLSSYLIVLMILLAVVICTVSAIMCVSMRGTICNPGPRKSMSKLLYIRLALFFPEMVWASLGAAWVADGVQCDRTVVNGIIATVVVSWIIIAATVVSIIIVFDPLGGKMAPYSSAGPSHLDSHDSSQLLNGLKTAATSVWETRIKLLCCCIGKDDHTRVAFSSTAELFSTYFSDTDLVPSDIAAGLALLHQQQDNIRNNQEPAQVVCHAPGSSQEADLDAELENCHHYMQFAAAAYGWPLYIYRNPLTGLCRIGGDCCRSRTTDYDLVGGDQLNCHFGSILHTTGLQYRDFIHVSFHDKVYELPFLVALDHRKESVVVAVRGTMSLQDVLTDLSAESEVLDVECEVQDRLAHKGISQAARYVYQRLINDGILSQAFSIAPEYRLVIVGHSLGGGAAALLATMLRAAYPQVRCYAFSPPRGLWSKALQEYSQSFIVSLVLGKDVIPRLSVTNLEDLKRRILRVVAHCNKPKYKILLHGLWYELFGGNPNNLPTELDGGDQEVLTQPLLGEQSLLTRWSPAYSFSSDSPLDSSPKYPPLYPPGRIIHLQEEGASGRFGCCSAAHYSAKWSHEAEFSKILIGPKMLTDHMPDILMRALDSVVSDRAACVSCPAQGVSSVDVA
# Rtt109 HAT inh: blocks Candida albicans Rtt109/Vps75 acetyltransferase activity; Q5AAJ8; purified Rtt109/Vps75, ThioGlo CoA-SH fluorescence, 4 h; inhibition, % at 34.9 µM; 0.16% of 330,000 active; AID 540336;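 active = inhibition of at least 50% in every replicate; inconclusive = best replicate reaches 50% inhibition but some replicates fall short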
# Target sequence (Q5AAJ8 whole entry, looked up): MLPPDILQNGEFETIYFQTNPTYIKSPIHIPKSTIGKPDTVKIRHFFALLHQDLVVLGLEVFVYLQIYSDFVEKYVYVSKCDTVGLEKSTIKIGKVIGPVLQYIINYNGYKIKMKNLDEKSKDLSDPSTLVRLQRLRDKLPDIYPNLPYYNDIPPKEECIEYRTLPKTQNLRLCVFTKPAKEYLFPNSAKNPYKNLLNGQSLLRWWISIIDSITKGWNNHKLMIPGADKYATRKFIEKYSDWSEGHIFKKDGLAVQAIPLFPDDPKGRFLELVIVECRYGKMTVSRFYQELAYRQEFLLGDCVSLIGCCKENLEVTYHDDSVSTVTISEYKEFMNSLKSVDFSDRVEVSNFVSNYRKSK
# LANA DNA inh: KSHV C-LANA DNA binding inhibition. inhibition, % at 9 µM. 0.078% of 340,000 active. AID 504423. MBP-C-LANA/FAM-LBS DNA binding, fluorescence polarization;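 active = highest replicate inhibition at or above 60% at 9 µM, even if other replicates fall short; inactive = all replicates below 60% inhibition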;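 also: 0% = neutral control wells and 100% = 4 µM acridine orange control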
# SR-BI DiI-HDL act: activators of SR-BI mediated HDL lipid uptake. CHO ldlA[mSR-BI] cells, DiI-HDL uptake fluorescence, 3 h; 100 = double the neutral-control signal. activation, % at 12.5 µM. 0.096% of 320,000 active;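 active = mean replicate activation of at least 60% and every replicate at or above 60%; inconclusive = mean or all-replicate condition met, but not both; inactive = mean below 60% and not all replicates reaching 60%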;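 also: 0% = median plate neutral-control signal and 100% = twice that signal; values of inactives mirror those of a sister screen read the other way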
#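 Material: SR-BI-overexpressing, LDLR-lacking CHO cells; schedule: compound exposure 3 h, 37 °C; reagent: DiI-labelled HDL at 10 µg/mL final; technique: bottom-read fluorescence, 550/595 nm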
# cardiac RTF act: cardiac RTF calcium sensitization; P19429+P45379; IANBD-labeled TnC RTF fluorescence at EC20 calcium; 0% EC20 calcium, 100% full calcium; activation, % at 7.2 µM; 0.24% of 340,000 active; AID 493008;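 active = activation above the mean over all tested compounds plus 3 SD, cut at about 30% in these data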;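 also: rise in fluorescence read as greater calcium sensitivity of cardiac thin filaments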
# CAL PDZ FP-2: blocks peptide binding to the human CAL PDZ domain; Q9HD26; purified CAL PDZ, TMR-peptide fluorescence polarization, 1 h; inhibition, % at 24.9 µM; 0.92% of 300,000 active; AID 602252;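 active = mean inhibition of at least 30% with at least half of replicates also reaching 30%; inconclusive = no clear call, values can overlap the other calls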;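 also: 0% = DMSO neutral control and 100% = excess unlabeled competitor peptide PRC23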
# Keap1 Nrf2 FP: disrupts human Keap1 binding to Nrf2 peptide; Q14145; Keap1 Kelch-Nrf2 peptide fluorescence polarization, 1536-well; inhibition, % at 9.4 µM; 0.15% of 340,000 active; in the data active = inhibition above about 12%; inconclusive = no clear call, values can overlap the other calls; inactive = below about 7.3%;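 also: human Keap1 Kelch domain with fluorescein labeled Nrf2 9mer peptide probe; 0% = neutral control wells and 100% = peptide positive control; higher means more block of Keap1 binding to Nrf2 peptide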
# Numbers without * were called inactive; ? = inconclusive; . = no result given; & = joins results of further samples.
SMILES,CAL PDZ FP-1,PKA-R2B act,RTF Ca sens inh,DAGLB inhibitor,Rtt109 HAT inh,LANA DNA inh,SR-BI DiI-HDL act,cardiac RTF act,CAL PDZ FP-2,Keap1 Nrf2 FP
C(=N\Nc1nc2ccccc2[nH]1)/c1ccccc1,1.9,-11,5,4,-2,0.6,-5,-6,0,2
C=CCn1c(=O)c2ccccc2n2c(SCC(=O)/C(C#N)=C(\C)N)nnc12,-1.4&-2.7,-18&-1,-2&-5,0&-1,-4&-7,-2.1&1.5,22&2,-2&5,-4,1&3
CCCCC(=O)Nc1ccccc1C(=O)N1CCOCC1,-0.3,-8,-7,-1,15,0.2,27,2,-1,-3
O=C(CN1C(=O)C(=O)N(CCC2=CCCCC2)C1=O)c1c[nH]c2ccccc12,-1.0,-6,-1,-3,7,1.4,3,-1,.,-3
O=C(NCCOC(=O)c1ccc(C(=O)OCCNC(=O)c2ccccc2)o1)c1ccccc1,0.0,-3,5,-2,-15,-0.6,-8,3,-1,3
CCOC(=O)C(CC)n1cnc2c(oc3ccccc32)c1=O (centres undefined),-0.9,-5,5,-5,-6,2.1,-8,0,0,3
N#Cc1cccc(NC(=O)COC(=O)c2ccc[n+]([O-])c2)c1,-0.5,0,0,1,-3,-2.3,7,1,1,-4
CSCCC(NC(=O)C1CCC(C)CC1)C(=O)NCCN1CCOCC1 (centres undefined),-1.6,-7,-6,1,-6,0.2,16,3,.,-5
CCN1C[C@@H]2[C@@H]3C(=O)N(Cc4ccccc4)C(=O)[C@@H]3[C@](CC)(C(=O)OC)N2C1=NC1CCCCC1,-0.3,2,-6,-1,4,3.0,6,0,-6,-4
O=C(O)c1cc2ccccc2c(=O)s1,-1.7,4,1,1,7,-0.2,1,3,0,-3

# The last two entries of the part before are carried over, then new ones follow.
SMILES,CAL PDZ FP-1,PKA-R2B act,RTF Ca sens inh,DAGLB inhibitor,Rtt109 HAT inh,LANA DNA inh,SR-BI DiI-HDL act,cardiac RTF act,CAL PDZ FP-2,Keap1 Nrf2 FP
CCN1C[C@@H]2[C@@H]3C(=O)N(Cc4ccccc4)C(=O)[C@@H]3[C@](CC)(C(=O)OC)N2C1=NC1CCCCC1,-0.3,2,-6,-1,4,3.0,6,0,-6,-4
O=C(O)c1cc2ccccc2c(=O)s1,-1.7,4,1,1,7,-0.2,1,3,0,-3
COc1ccc(Cc2noc(CN(C)Cc3ccc(-n4cccn4)cc3)n2)cc1OC,-1.3,2,-2,-1,-2,0.1,.,1,-2,1
Cc1cccc(C(=O)N[C@H](C(=O)Nc2nnc(C3CC3)s2)C(C)C)c1,-2.0,0,10,2,11,0.8,0,10,-2,-3
CCOc1ccccc1NC(=O)c1cc(S(=O)(=O)N2CCN(CC)CC2)ccc1Cl,0.3,-5,-7,-1,2,-0.1,-28,-3,-3,1
Cc1ccc(NC(=O)N2CCC(C(=O)NCCC3=CCCCC3)CC2)cc1,0.1,-6,-4,-1,-9,0.0,-54,1,.,1
CC(=O)c1cc(CN2C(=O)c3ccccc3C2=O)cs1,-0.6,-6,4,-3,7,-0.8,-2,1,2,-1
COc1cc(-c2c(C#N)c(N)nc(SCc3ccncc3)c2C#N)cc(OC)c1OC,-1.6,5,-4,-3,-4,-3.9,18,-4,-8,?
Nc1c(Cl)ncnc1NCc1ccccc1,0.6,-6,-7,-1,-7,28,27,0,.,31*
Cc1nnc(SCc2cc(=O)[nH]c(N3CCCCC3)n2)s1,-1.8,-7,-2,2,-6,-1.3,37,1,4,-5
Cc1ccc(S(=O)(=O)N2CCN(C(=O)c3ccc4nc[nH]c4c3)CC2)cc1,-1.9,0,-6,2,1,4.0,22,0,-1,1
CC(=O)c1ccc(N2CCN(C(=O)c3cc(-c4ccncc4)nc4ccc(Br)cc34)CC2)cc1,-1.9,0,-9,3,0,-1.0,-52,1,-5,-3
CCC(C)N(C(=O)COC(=O)c1cc([N+](=O)[O-])ccc1N)C1CCS(=O)(=O)C1 (centres undefined),-0.1,6,-1,1,13,-0.2,-1,-5,.,-2
Cc1ccc(S(=O)(=O)N2CCOCC2)cc1-c1n[nH]c(=S)n1-c1ccccc1,-1.4,-3,-3,-1,1,-0.3,23,-4,-7,4
C/C(Nc1ccc(Cl)cc1)=C(/C#N)C(N)=O,-2.5,-4,-2,1,-2,-1.0,30,4,-3,-1
O=C(NCc1n[nH]c(=S)n1-c1cccc(Cl)c1)c1ccc(S(=O)(=O)N2CCCCC2)cc1,-1.2,-6,-2,2,7,0.9,.,1,1,-3
NCCCn1c(C(=O)c2cc(Cl)c(N)c(Cl)c2)c2ccc(C(F)(F)F)cc2[n+]1[O-],-3.0,5,5,-2,26,-0.5,2,6,0,-3
O=[N+]([O-])c1ccc(-n2cnc3ccccc32)c([N+](=O)[O-])c1,-0.3,6,-3,0,-5,-0.4,9,5,.,-2
CCOC(=O)c1ccc(NC(=O)CSC(=S)N2CCOCC2)cc1,-4.1,-8,0,-3,9,0.6,-4,-5,-7,-1
CCn1cc(CCC(=O)NCc2ccc(F)cc2)c2ccccc21,0.1,-4,-15,-3,-1,-2.4,-36,0,-1,0
CC(=O)NC(Cc1ccc(F)cc1)C(=O)NC1CCN(S(=O)(=O)c2ccccc2)CC1 (centres undefined),-2.0,-13,6,0,5,1.7,4,-2,-3,1
Cc1cccc(N2CCN(C(=O)C3CC(=O)N(c4ccc5c(c4)OCCO5)C3)CC2C)c1 (centres undefined),-1.1,2,-4,-1,-1,6.0,4,9,-2,1
CCCCn1c(N)c(N(CCOC)C(=O)COC(=O)COc2c(C)cccc2C)c(=O)[nH]c1=O,-2.0,-7,-8,-1,3,0.1,5,-2,-7,-5
Cc1cccc(N2CCN(C(=O)c3ccc4nc(N5CCCCC5)sc4c3)CC2)c1C,-0.3,-10,-5,2,2,-0.3,-13,3,3,1
COc1cc(N)c(Cl)cc1C(=O)OCC(=O)c1cccs1,-1.1,-2,5,2,-14,-0.7,.,-5,.,-1
NC(=O)c1cccc2ccccc12,-0.7,-2,-12,0,-16,0.7,.,-2,4,-5
COc1ccc(CCn2ccc(O)c(Cc3ccc(Cl)cc3Cl)c2=O)cc1OC,0.1,-6,-2,2,-1,-1.0,23,10,.,-2
COc1ccc(/C=N\NC(=O)c2ccccc2F)cc1COc1ccc(F)cc1F,-2.8,2,5,-4,11,-2.0,6,3,-5,-5
Cc1ccc(CNC(=O)C2CCC(=O)N(CCc3ccccn3)C2)s1 (centres undefined),-1.6,-2,5,2,2,-0.4,2,-4,0,0
COc1ccccc1-c1noc(-c2cccs2)n1,-1.9,4,-13,-10,3,-1.3,3,0,0,-2
Nc1cc2sc(-c3ccc(C(=O)O)cc3)nc2cc1Cl,0.1,6,-11,3,-5,7.7,12,2,-2,5
CON1C(=O)C(=O)N(OC)C2CCCCC21 (centres undefined),-0.7,3,0,-2,13,1.6,-6,0,.,3
Cc1cccc(CN2CCC(n3nccc3NC(=O)c3ccccc3C)CC2)n1,-1.6,3,-4,-2,-1,1.9,11,-1,-2,1
COc1cccc(NC(=O)c2cccc(C(=O)Nc3cccc(OC)c3)n2)c1,-0.6,-11,-1,-3,0,0.3,-41,-4,3,-2
c1ccc(CNn2c(N3CCOCC3)nc3ccccc32)cc1,0.2,2,6,-4,-8,0.3,-5,2,-2,0
CCN(CC)S(=O)(=O)N1CCC(C(=O)NC2CCCc3ccccc32)CC1 (centres undefined),-0.2,0,-6,2,10,-1.2,-26,3,-4,-5
CSc1sc(C(=O)Nc2ccc(F)cc2F)c2c1C=CCC2,0.6,.,.,.,34,-0.5,-37,.,2,-3
O=C(COC(=O)c1ccc(O)cc1O)Nc1ccc2c(c1)OCCO2,-5.6,-1,-8,-2,4,-2.7,5,2,-13,-4
OC[C@@H]1[C@@H](c2ccc(Cl)cc2)C(c2ccc(F)cc2)=NN1c1ccccc1,-0.4,-12,-6,-2,-14,0.1,-45,-1,-5,-5
COc1ccc(C2CC(O)(C(C)(C)O)NO2)cc1 (centres undefined),-1.1,-10,6,0,-3,-1.9,13,1,-2,0
COCc1ccccc1C1=CC(=O)C[C@H](c2ccc(OC)cc2)C1,0.7,-4,-3,-3,-3,1.4,-10,5,-3,-2
CN(C)CCCNc1cc(Cl)c(S(=O)(=O)N2CCCCC2)cc1C(=O)O,0.6,-8,-1,0,1,-2.2,23,-3,-1,-2
O=C1c2ccccc2C(=O)N1CSc1nnc(Nc2ccccc2F)s1,-1.5,-2,2,-2,2,-2.0,7,-6,-1,-2
Fc1ccc(-n2cc(-c3ccccc3)[n+]3c2SCC3)cc1,-2.5,-11,-32,-2,-14,-1.1,15,-1,1,-3
Cc1noc(C)c1C(=O)N1CCN(S(=O)(=O)c2ccc(F)cc2)CC1,-0.3,10,-4,-1,4,-0.5,13,0,7,-2
CCOC(=O)c1c(C)c(C(=O)NCc2cccnc2)c(C)n1C,.,11,-10,-4,5,-1.4,28,4,-9,4
Brc1cccc(-c2nnc3sc(CN4CCCCC4)cn23)c1,-0.2,14,-3,-5,7,-0.1,14,2,.,-1
CC1SC(c2ccc(Cl)cc2Cl)NC1=O (centres undefined),-6.8,3,-10,3,-5,2.2,11,-5,0,3
Cc1ccc(S(=O)(=O)N2CCCC(C(=O)Nc3ccc(NC(=O)c4ccccn4)cc3)C2)cc1 (centres undefined),-0.5,7,2,1,-4,-2.1,-9,-1,0,1
NC(=O)c1nsc(C(=O)N(Cc2ccco2)C(C(=O)NC2CCCC2)c2ccc(O)cc2)c1N (centres undefined),0.9,-3,2,-1,-3,-0.2,-19,-1,-3,-5
Cc1cc(S(=O)(=O)NCCCN2CCOCC2)ccc1F,-0.9,-1,-11,0,1,-0.1,37,0,-4,3
COc1ccc(-c2sc(Nc3ccccc3)n[n+]2-c2ccc(F)cc2)cc1Br,-0.3,3,4,-2,4,1.9,-14,-3,-2,1

# Additional results
SMILES,CAL PDZ FP-1,PKA-R2B act,RTF Ca sens inh,DAGLB inhibitor,Rtt109 HAT inh,LANA DNA inh,SR-BI DiI-HDL act,cardiac RTF act,CAL PDZ FP-2,Keap1 Nrf2 FP
CCNC(=S)N1CCN(C(=O)C(Cc2ccccc2)NC(C)=O)CC1 (centres undefined),-2.3,-7,1,0,-8,-1.0,15,4,-4,2
COc1ccc(-c2cc(C(=O)Nc3cc(OC)c(OC)c(OC)c3)no2)cc1,-0.9,-1,-11,1,1,1.0,-47,2,-1,2
Cn1cc(C(=O)NCc2ccc(F)cc2)cn1,-0.3,-10,1,1,-15,1.1,14,3,-2,-3
O=C(NC(Cc1ccccc1)C(=O)O)/C(=C/c1ccco1)NC(=O)c1cccc([N+](=O)[O-])c1 (centres undefined),-1.3,-2,-10,1,-8,0.7,-8,-1,-4,-1
COc1ccc(C2CC(=O)Oc3cc(OC)c(OC)c(OC)c32)cc1 (centres undefined),0.3,-2,-5,-3,-3,-0.9,0,2,-7,-4

# Compound activity from PubChem.
